H9c2 TAG inh: inhibitors of triacylglycerol accumulation; H9c2 cells, Nile Red lipid (TAG) fluorescence; cells loaded with 200 µM oleic acid; actives 0.66% (n = 230,000); inhibition, % at 12.5 µM; AID 651582;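 active = pattern-corrected inhibition of lipid staining of at least 50% with the nuclear-stain viability signal not falling by more than 50%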;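 also: 0% = DMSO wells and 100% = triacsin C control wells; some results filed as inactive read as strong as hits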
H9c2 TAG inh DAPI viability: also measured in H9c2 TAG inh; calls as there; DAPI nuclei signal change (viability), lower = more cytotoxic, %;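 whole-well DAPI fluorescence read on a plate reader as a viability signal; minus 50 percent equals half of cells still viable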
Numbers without * were called inactive.

SMILES | H9c2 TAG inh | H9c2 TAG inh DAPI viability
O=c1c2ccccc2[nH]c(=S)n1Cc1ccccc1 | 12.3 | -13.4
Cc1ccc(NS(=O)(=O)c2cc(C(=O)N3CCOCC3)ccc2C)cc1C | -21.6 | 2.5
N/C(COc1cccc(Cl)c1)=N\NS(=O)(=O)c1ccccc1 | 0.4 | 2.9
Cc1ccc(SCc2nc(-c3ccncc3)no2)cc1 | 6.6 | -7.8
Cc1c(N(C(=O)CNC(=O)c2ccccc2)C2(C(=O)NC3CCCC3)CCCCC2)c(=O)n(-c2ccccc2)n1C | -9.6 | -11.3
C/C(=N\Nc1cc(N2CCOCC2)ncn1)c1ccc(O)cc1 | 8.4 | 1.8
Cc1cc(C)n2nc(Cc3ccccc3)nc2n1 | -10.5 | 5.4
COc1ccc(Cl)cc1NC(=O)COC(=O)c1ccc(Cl)nc1 | -5.3 | -1.8
O=C(CNc1ccccc1N1CCCC1=O)Nc1cc(C(F)(F)F)ccc1-n1cncn1 | -4.6 | 5.6
Cc1ccc(OCc2n[nH]c(=S)n2-c2ccccc2)cc1C | 3.6 | -17.0
COc1ccc(Cc2nnn(CC(=O)O)n2)cc1 | -15.1 | 5.9
COc1ccc2nc(NC(=O)CN3C(=O)NC4(CCCC4)C3=O)sc2c1 | -13.0 | -1.9
CCOc1c(OC)cccc1C1CC(=O)Nc2cc3c(cc21)OCCO3 (stereo not given) | -26.6 | 2.7
CC(C)N=C(NS(=O)(=O)c1cccs1)c1ccccc1 | 3.9 | 0.4
CC(OC(=O)c1cccc(S(=O)(=O)N2CCN(C)CC2)c1)C(=O)Nc1ccc(C(N)=O)cc1 (stereo not given) | 13.1 | 4.2
CN(CC(=O)Nc1cccc(F)c1)C(=O)c1cc2c(s1)CCCCC2 | -0.4 | 4.2
Cc1ccc(Cl)cc1C1=CC(=O)C[C@H](c2ccc(F)cc2)C1 | 11.6 | 6.5
COc1ccc(NN=Nc2ccc([N+](=O)[O-])cc2)cc1 | -14.8 | 1.4
O=C(/C=C/Nc1ccc(F)cc1Br)c1ccccc1 | 2.0 | -2.5
Cc1cccc(NC(=O)CCNC(=O)c2ccccc2Cl)n1 | 14.9 | -4.1
O=C(NCC1COc2ccccc2O1)C1CCCN(S(=O)(=O)c2cccc3nsnc23)C1 (stereo not given) | -8.3 | -9.0
S=c1[nH]nc(-c2cc(-c3ccccc3)n[nH]2)n1/N=C/c1ccc(Cl)cc1 | 8.6 | 11.0
c1ccc2c(-c3[nH]ncc3CNCCCn3ncc4ccccc43)cccc2c1 | -13.6 | 14.6
CCCCC1NC(=S)N(C2CCCCC2)C1=O (stereo not given) | -31.1 | 10.0
COc1ccc(C(CNC(=O)c2ccc(C)o2)N2CCOCC2)cc1 (stereo not given) | 10.9 | -2.1
Cc1cc(C)c(S(=O)(=O)N2CCCC(C(=O)NCc3ccncc3)C2)c(C)c1 (stereo not given) | -12.2 | -2.2
COc1ccc(S(=O)(=O)N2CCN(C(=O)c3cc(-c4ccc(C)cc4)n[nH]3)CC2)cc1 | 3.7 | 6.4
CSCCC(C(=O)NC1=NCCS1)N1C(=O)c2ccccc2C1=O (stereo not given) | 13.1 | -11.4
Cc1cc(C)cc(NC(=O)COC(=O)CCc2ccc(S(=O)(=O)N3CCOCC3)cc2)c1 | -24.2 | 12.9
Nc1ccc2c(c1)[nH]c(=O)c1cc(N)ccc12 | 4.3 | 24.8

Among those listed so far, these contain two or more sulfur atoms:
SMILES | H9c2 TAG inh | H9c2 TAG inh DAPI viability
CC(C)N=C(NS(=O)(=O)c1cccs1)c1ccccc1 | 3.9 | 0.4
O=C(NCC1COc2ccccc2O1)C1CCCN(S(=O)(=O)c2cccc3nsnc23)C1 (stereo not given) | -8.3 | -9.0
CSCCC(C(=O)NC1=NCCS1)N1C(=O)c2ccccc2C1=O (stereo not given) | 13.1 | -11.4

(further entries)
SMILES | H9c2 TAG inh | H9c2 TAG inh DAPI viability
CCOC(=O)c1sc(=S)n(-c2ccccc2)c1NC(C)=O | -3.7 | 3.3
COc1ccc(-c2noc(-c3ccccc3C(=O)Nc3cccc(OC)c3)n2)cc1 | 30.9 | -0.6
CC(C)C(=O)N1CCC(Cc2ccccc2)CC1 | -4.0 | -1.4
COC(=O)C1CCN(C(=O)Nc2ccccc2)CC1 | 1.7 | -13.1
CC(NS(=O)(=O)c1ccc2c(c1)OCCO2)c1ccccc1 (stereo not given) | 8.6 | -10.1
COCCCN(C(=O)c1ccco1)c1nc(-c2ccc(OC)cc2)cs1 | -7.2 | 0.2
CCOc1cc2[nH]c(=O)n(CCC(=O)N3CCN(c4ccccc4OC)CC3)c(=O)c2cc1OCC | 12.5 | -5.7
C=CCc1cccc(CNc2c(C)cc(C)cc2C)c1O | 25.4 | -7.5
COc1cccc(C#CC2=CC(=O)C[C@H](c3ccc(F)cc3)C2)c1 | 7.6 | -9.0
O=C(CNS(=O)(=O)c1ccccc1)Nc1ccc2c(c1)OCO2 | -1.9 | 0.4
CCOc1ccccc1N(C(=O)c1ccco1)C(C(=O)NC1CCCC1)c1cccnc1 (stereo not given) | 7.8 | 2.2
CCC(=O)OC1(C(C)=O)CCC2C3CCC4=CC(=O)CCC4(C)C3CCC21C (stereo not given) | -9.1 | 3.9
c1ccc(CCn2nnnc2CN2CCc3ccccc32)cc1 | -4.2 | 10.0
CC(C)(CO)NCc1ccc(Br)cc1 | 6.3 | 0.4
CCCCN1C(=O)c2ccc(C(=O)OCC(=O)NCCc3ccc(S(N)(=O)=O)cc3)cc2C1=O | 0.6 | 1.3
Cn1c(=O)c2c(nc(Sc3ncnn3CC(=O)NC3CCCCC3)n2C)n(C)c1=O | -5.7 | -4.7
C/C(=N\NC(=O)C1(C)NC(C)(C)Cc2ccccc21)c1ccccc1 (stereo not given) | 7.6 | 2.4
OC(c1ccc(F)c(F)c1)c1nc(-c2cncnc2)cs1 (stereo not given) | -2.5 | 4.3
O=C(Cc1ncc(C(F)(F)F)cc1Cl)NCCc1ccccn1 | 5.8 | -7.2
Cn1cnc([N+](=O)[O-])c1S(=O)(=O)Oc1cccc2ccccc12 | 109.9 | -68.8
Cc1ccc(CNCCCn2cnc3c(OCc4ccccc4)ncnc32)o1 | 9.6 | 1.9
CC(C)c1ccc(C=NNc2ccc([N+](=O)[O-])cn2)cc1 | 13.2 | -4.0
O=[N+]([O-])c1cccc(CN2CCN(S(=O)(=O)Cc3ccccc3)CC2)c1 | -9.6 | 0.9
CCN(CC(=O)NCc1cccs1)c1ccc(S(=O)(=O)N2CCOCC2)cn1 | -21.0 | 10.3
Cn1cc(S(=O)(=O)N2CCN(c3ccc(F)cc3)CC2)c(=O)n(C)c1=O | -5.3 | 2.2
NC(=O)c1ccc(NC(=O)COc2coc(CN3CCc4ccccc4C3)cc2=O)cc1 | 6.6 | 0.0
CC(C)(C)c1ccc(CC(=O)N2CCC2(C)C(=O)NCc2cccc3ccccc23)cc1 (stereo not given) | -19.7 | 6.2
CCOC(=O)C1=C2N(C)c3ccccc3N2CCC1=O | -14.9 | 1.3
CN1CCN(C(=O)N(c2ccccc2)c2ccccc2)CC1 | 1.0 | -3.7
CCOc1ccc(/C=C/C(=O)N(C)CC(=O)Nc2cccc(F)c2)cc1OCC | 17.8 | -1.3
CC(C)Cn1c(SCc2nnc(-c3cccs3)o2)nc(O)cc1=O | 5.3 | 0.0
Cc1ccc(NC(=O)/C=C/c2ccco2)nc1 | 18.1 | -22.3
Cc1cc(C)c2nc3sc(=Cc4ccc(-c5ccccc5C(=O)O)o4)c(=O)n3c2c1 | 2.0 | -4.6
COc1ccc(S(=O)(=O)N2CCOCC2)cc1NC(=O)CSc1nnc(N)s1 | 22.0 | 1.3
Cc1cc(C)n(-c2nc(NCCN(C)C)c3c4c(sc3n2)COC(C)(C)C4)n1 | 46.6 | -7.6
Cc1cc(-c2nnc(CCC(=O)NC(C)c3cccc4ccccc34)o2)no1 (stereo not given) | 9.9 | -9.5
Cn1c(CC(=O)NNC(=O)c2ccccc2[N+](=O)[O-])nc2ccccc21 | 10.9 | -1.6
COc1ccc(CCC(=O)OCc2csc(CC(=O)Nc3ccc(C)cc3)n2)cc1OC | 6.5 | 7.0
COc1ccc(CCNC(=O)c2cc(C3CC3)nc3c2cnn3C(C)C)cc1 | -20.4 | -7.1
Cc1cccc(OCc2nnc(SCC(=O)N3CCN(c4ccccc4)CC3)o2)c1C | -28.8 | -0.2
COc1ccccc1N1CCN(CCCCN2C(=O)C3CCCN3C2=O)CC1 (stereo not given) | -1.5 | -0.3
O=C(CCCCn1c(=O)[nH]c2ccccc2c1=O)NCCC1=CCCCC1 | 23.5 | -6.4
CC1(C)C(=S)N(Cc2ccccc2)c2ccccc21 | -0.1 | 5.8
CCOC(=O)C1(CC2CCCCO2)CCN(S(=O)(=O)c2ccc(OC)cc2)CC1 (stereo not given) | 1.9 | -0.4
Cc1c(C(=O)NCCCN2CCCC2=O)oc2ccc(S(=O)(=O)N3CCOCC3)cc12 | -5.7 | 5.2
COc1ccc(S(=O)(=O)NC(=O)C2(C)CCN2C(=O)Cc2cc(C)cc(C)c2)cc1 (stereo not given) | 4.2 | 3.3
CCc1nc(N)c(C#N)c(-c2cccn2C)c1C | -22.2 | 17.9
CCOC(=O)CNC(=O)C1CCCc2c1[nH]c1ccc(Cl)cc21 (stereo not given) | 2.7 | 7.3
Cc1ccc2nsnc2c1S(=O)(=O)N1CCCC1 | -14.9 | 1.2
CCOC(=O)[C@H]1[C@H]2COc3ccc(Cl)cc3[C@@H]2N2C(=O)c3cc(OC)ccc3NC(=O)[C@@]12C | 57.5* | -11.5*
The listing continues:
SMILES | H9c2 TAG inh | H9c2 TAG inh DAPI viability
O=C1c2ccccc2CC1(Cc1ccccc1)Cc1ccccc1 | -22.8 | -1.0
COc1cccc(CNC(=O)COC(=O)/C(C#N)=C/c2ccc(N(C)C)cc2)c1 | 6.2 | 4.5
COc1ccc(Nc2nnc(-c3ccc(O)cc3)c3ccccc23)cc1 | -0.1 | 6.1
C/C(=N\Nc1ccc(S(N)(=O)=O)cc1[N+](=O)[O-])c1ccccc1O | 5.4 | 6.9
O=C(C1CCCN(S(=O)(=O)c2cccs2)C1)N1CCC(N2CCCCC2)CC1 (stereo not given) | -10.7 | 9.1
COCCNC(=O)CNC(=O)c1nn(-c2ccc(OC)c(Cl)c2)c(=O)c2ccccc12 | 15.8 | 3.4
CCCNC(=S)NC1CCCC1 | -0.2 | -2.3
CC(C)(C)[C@H]1COC(=O)[C@H](Cc2ccc(F)cc2)CC/C=C/C[C@@H](CC(=O)N[C@H](CO)Cc2ccccc2)C(=O)N1 | -1.6 | -6.3
CCCc1ccc(-c2cc(C(=O)Nc3ccc([N+](=O)[O-])cn3)c3ccccc3n2)cc1 | 48.0 | -1.6
COc1ccc(OC)c(N/C(C)=C/C(=O)c2ccc(Br)cc2)c1 | -23.4 | 3.4

Sorted by length of the SMILES (lowest first): 7 of the compounds above.
SMILES | H9c2 TAG inh | H9c2 TAG inh DAPI viability
CCCNC(=S)NC1CCCC1 | -0.2 | -2.3
O=C(C1CCCN(S(=O)(=O)c2cccs2)C1)N1CCC(N2CCCCC2)CC1 (stereo not given) | -10.7 | 9.1
C/C(=N\Nc1ccc(S(N)(=O)=O)cc1[N+](=O)[O-])c1ccccc1O | 5.4 | 6.9
COc1cccc(CNC(=O)COC(=O)/C(C#N)=C/c2ccc(N(C)C)cc2)c1 | 6.2 | 4.5
COCCNC(=O)CNC(=O)c1nn(-c2ccc(OC)c(Cl)c2)c(=O)c2ccccc12 | 15.8 | 3.4
CCCc1ccc(-c2cc(C(=O)Nc3ccc([N+](=O)[O-])cn3)c3ccccc3n2)cc1 | 48.0 | -1.6
CC(C)(C)[C@H]1COC(=O)[C@H](Cc2ccc(F)cc2)CC/C=C/C[C@@H](CC(=O)N[C@H](CO)Cc2ccccc2)C(=O)N1 | -1.6 | -6.3

The list goes on.
SMILES | H9c2 TAG inh | H9c2 TAG inh DAPI viability
CC1CCCCN1CCCNc1ccc(C(CC(N)=O)NC(=O)c2ccccc2)cc1[N+](=O)[O-] (stereo not given) | 1.6 | -5.6
O=C(CCSc1ccccc1)NCC1CCCO1 (stereo not given) | -20.6 | 0.5
COc1ccccc1NS(=O)(=O)c1cccc(C(=O)NCc2ccncc2)c1 | -4.4 | 6.1
Clc1ccc(C2=NOC(c3nnc(-c4ccccc4)o3)C2)cc1 (stereo not given) | 17.2 | -5.4
O=C(c1cc(C2CC2)on1)N1CCN(c2ccc(F)cc2)CC1 | 4.2 | -10.3
O=C1NC[C@H](Cc2ccccc2)N(C[C@H]2CCCN2C[C@H](Cc2ccccc2)N2C[C@H](Cc3ccccc3)N(CCc3ccccc3)C(=O)C2=O)C1=O | 4.2 | 1.4
CCOC(=O)C1CCCN(Cc2cc(=O)oc3cc(C)c(C)cc23)C1 (stereo not given) | -16.2 | 3.2
O=C(NCCS(=O)(=O)N1CCC2(CC1)OCCO2)c1ccc(F)cc1 | 15.9 | -12.7
S=C1NC2(CCCC2)Nc2ccccc21 | 8.5 | -2.4
CCOCC(=O)Nc1cc(OC)c(Cl)cc1OC | 5.6 | 8.3
CC(C)(C)c1ccc(OCc2ccc(C(=O)N/N=C/c3ccc(O)c(O)c3)cc2)cc1 | 24.4 | -5.9
COc1ccc(/C=C/C(=O)c2ccccc2O)cc1CN1CCOCC1 | 27.1 | 9.4
S=C(NCCc1ccccc1)Nc1cccc2cnccc12 | -44.7 | -5.3
NC(=O)C[n+]1cccc(C(N)=O)c1 | 0.4 | 4.5
CCOC(=O)C1=C(C)Nc2ccccc2N=C1NC(=O)Cc1ccc(Cl)c(Cl)c1 | -11.9 | -0.8
Cc1ccc(-c2ccc(SCC(=O)Nc3cc(C)on3)nn2)cc1 | -6.2 | -0.3
CCc1ccccc1NC(=O)CNC(=O)c1cc(C2CC2)nn1-c1ccccc1 | 1.3 | 0.9
NS(=O)(=O)c1ccc(NC(=O)CSC2=NC(=O)C(c3ccccc3)C(=O)N2)cc1 (stereo not given) | -8.0 | 0.6

Screens: PubChem, Sanford-Burnham Center for Chemical Genomics

Some of the compounds tested (hit frequency here may not be typical).
